High-throughput results from PubChem.
NPY Y1 blocker: blocks the human neuropeptide Y Y1 receptor; P25929; HEK293-CNG Y1 cells, membrane potential fluorescence; NPY at EC95, then isoproterenol; inhibition, % at 3.6 µM; 1% of 200,000 active; AID 1040;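 active = inhibition above the campaign mean inhibition of all tested compounds plus 3 SD, cut at about 20% in these data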;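 also: 0% = DMSO wells given NPY plus isoproterenol and 100% = isoproterenol alone without NPY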
Target sequence (P25929 whole entry, looked up): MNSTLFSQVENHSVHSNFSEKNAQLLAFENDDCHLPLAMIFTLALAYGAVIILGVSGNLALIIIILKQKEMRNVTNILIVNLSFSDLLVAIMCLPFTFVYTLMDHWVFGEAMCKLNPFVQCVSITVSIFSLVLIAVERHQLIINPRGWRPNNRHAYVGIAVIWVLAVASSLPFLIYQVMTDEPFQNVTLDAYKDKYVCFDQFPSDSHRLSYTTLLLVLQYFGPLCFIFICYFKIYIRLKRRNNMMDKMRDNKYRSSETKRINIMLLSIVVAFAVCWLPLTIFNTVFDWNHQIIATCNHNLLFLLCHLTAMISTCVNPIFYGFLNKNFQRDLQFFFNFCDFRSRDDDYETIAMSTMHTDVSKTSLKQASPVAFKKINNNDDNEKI
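Material: HEK293 cells co-expressing NPY Y1 receptor and cyclic-nucleotide gated channel. Timing: compound incubation 1 h at room temperature, readout 45 min post-stimulation. Signal: fluorescence, membrane potential probe.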
EP2 modulator: modulates human prostaglandin E2 receptor EP2 signaling; 0.83% of 260,000 active; induction, % at 25 µM; EP2-expressing cells, cAMP HTRF FRET, PGE2 co-stimulation;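 active = compounds whose cAMP rise, as percent of the full-agonist control response, exceeds 60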;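 also: rat C6 glioma line stably carrying human EP2 under a CMV promoter; the protocol text gives 20 µM as final concentration; 100% = response of wells given 1 µM PGE2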
Target sequence (P43116 whole entry, looked up): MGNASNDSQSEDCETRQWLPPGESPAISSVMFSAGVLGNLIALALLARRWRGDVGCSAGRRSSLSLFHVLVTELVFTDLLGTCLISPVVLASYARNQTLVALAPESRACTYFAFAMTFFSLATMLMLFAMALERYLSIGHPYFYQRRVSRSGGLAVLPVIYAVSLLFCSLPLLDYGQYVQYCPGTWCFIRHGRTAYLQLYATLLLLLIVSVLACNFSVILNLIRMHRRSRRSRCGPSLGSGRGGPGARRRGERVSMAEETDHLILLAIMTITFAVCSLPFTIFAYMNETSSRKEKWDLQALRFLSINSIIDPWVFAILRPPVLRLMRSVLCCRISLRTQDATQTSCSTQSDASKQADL
NPY-Y2 PAM-ag: potentiates or activates human NPY-Y2 receptor; AID 1359; 0.45% of 220,000 active; cells expressing NPY-Y2, potentiator/agonist read-out; activation, % at 3.6 µM; in the data active = activation above about 27%;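 also: cells stimulated with NPY near EC25 plus isoproterenol at EC100; 0% = vehicle plus submaximal agonist and 100% = vehicle plus saturating agonist; some results beyond the cut were filed as inactive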
eIF4E-4G inh: blocks eIF4E binding to eIF4G. P63073+Q04637. TR-FRET eIF4E-eIF4GI(517-606) binding, 2 h. inhibition, % at 21.7 µM. 0.37% of 220,000 active. AID 782;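 active = inhibition above about 30%, limit read from the data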;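 also: 0% = full FRET control wells and 100% = background wells lacking eIF4GI fragment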
S1P4 antag: human S1P4 receptor antagonism; inhibition, % at 4.98 µM; O95977; 0.26% of 220,000 active; S1P4-expressing cells, antagonist mode, reporter read-out; AID 1510; in the data active = inhibition above about 29%;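 also: 0% = wells stimulated with agonist and 100% = vehicle wells without agonist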
p97 inhibitor: inhibitors of human p97 ATPase; AID 1481; recombinant p97 ATPase, Kinase-Glo ATP luminescence, 3 h; inhibition, % at 8 µM; 0.42% of 220,000 active; P55072; in the data active = inhibition above about 15%;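 also: 0% = DMSO vehicle and 100% = wells lacking enzyme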
NPY-Y1 PAM-ag: potentiators or agonists of human neuropeptide Y receptor Y1. P25929. activation, % at 3.6 µM. 0.37% of 220,000 active. NPY-Y1 expressing cells, potentiator/agonist activation; in the data active = activation above about 33%, passing the limit was not always enough;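 also: cells stimulated with NPY at EC10 then isoproterenol at EC100; 0% = low agonist plus stimulus and 100% = saturating agonist plus stimulus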
S1P4 ag: agonists of human S1P4 receptor | AID 1509 | O95977 | S1P4-expressing cell line, agonist reporter assay | 0.35% of 220,000 active | activation, % at 4.98 µM; in the data active = activation above about 11%;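 also: 0% = DMSO vehicle and 100% = reference agonist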
EP2 antag: inhibitors of human EP2 prostaglandin E2 receptor. P43116. 0.52% of 260,000 active. inhibition, % at 25 µM. C6 glioma cells expressing human EP2, cAMP TR-FRET; cells stimulated with saturating PGE2. AID 1422;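 active = percent inhibition above 40 after rounding to a whole number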;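 also: rat C6 glioma host cells with rolipram phosphodiesterase inhibitor present; the protocol text gives 20 µM as final concentration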
* = called active by the depositor; . = not tested or not shown; & = joins results of further samples; [ ] = remark or other dose. This is a subset; the hit share may differ from the screen's.

SMILES | NPY Y1 blocker | EP2 modulator | NPY-Y2 PAM-ag | eIF4E-4G inh | S1P4 antag | p97 inhibitor | NPY-Y1 PAM-ag | S1P4 ag | EP2 antag
CCOC(=O)CC(NC(=O)Cn1nnc(-c2ccccc2)n1)c1ccc(OC)cc1 (configuration not stated) | 0 | -51 | 6 | 3 | 3 | 2 | -4 | 1.6 | 10
O=C1C(NS(=O)(=O)c2cccs2)=C(N2CCOCC2)C(=O)c2ccccc21 | . | 8 | -9 | 0 | -4 | -7 | 3 | -0.5 | 5
CCOC(=O)c1ccc(NC(=O)N2CCN(Cc3cccc(F)c3)CC2)cc1 | 1 | -25 | 1 | -1 | 7 | -1 | 4 | 17* | 3
CN(c1ccccc1)S(=O)(=O)c1cccc(C(=O)Nc2ccc3c(c2)CCC3)c1 | 4 | -67 | 10 | 3 | -10 | -7 | 3 | -2.7 | 9
CCN1CCN(c2c(Cl)cccc2NC(=O)c2ccc3c(c2)OCCO3)CC1 | 4 | 18 | -5 | 1 | 0 | -1 | -17 | -1.1 | 2
O=C(NCc1cccs1)c1cccc(S(=O)(=O)N2CCCCC2)c1 | 1 | -10 | -16 | -13 | -11 | 1 | -11 | 0.4 | 8
CC(=O)NC(C(=O)c1ccccc1)C(=O)c1ccccc1 | 0 | 40 | -5 | 5[fluorescence artefact?] | -7 | 4 | 3 | 1.8 | 4
CCCS(=O)(=O)Nc1cccc(-c2nc3cccnc3s2)c1 | . | -36 | -7 | 0 | 0 | -2 | 5 | 2.1 | 3
CCOC(=O)c1cnn(-c2ncnc3sc(C)c(C)c23)c1N | -3 | -14 | -26 | 3 | -2 | 3 | -22 | 0.2 | 16
O=C1OC(Nc2ncccn2)c2ccccc21 (configuration not stated) | 3 | 14 | -7 | -2 | -4 | 3 | 18 | 1.1 | 7
CC(=O)N1N=C(c2ccc(C)cc2)OC1c1ccc(C)cc1 (configuration not stated) | 12 | -18 | 2 | 0 | -11 | -8 | -24 | 1.5 | 9
Nc1cc(-c2ccc(Br)cc2)[nH]n1 | -6 | -11 | 6 | -1[fluorescence artefact?] | 11 | -4 | 4 | -0.8 | 7
COc1ccc(CCNC(=O)c2ccc(-c3ccc([N+](=O)[O-])cc3Cl)o2)cc1 | 14 | -2 | -18 | 3 | 2 | 1 | -25 | 2.3 | 6
c1ccc(SCCN2CCc3ccccc3C2)cc1 | 11 | 36 | -12 | 7 | 10 | 5 | -20 | 0.1 | 5
Cc1ccc(NC(c2ccccc2)c2nc3ccccc3[nH]c2=O)cc1 (configuration not stated) | . | 35 | 23 | 3 | 8 | 1 | 19 | 1.7 | 4
O=S(=O)(Nc1ccccc1N1CCCCC1)c1ccc(F)cc1F | 5 | 20 | 5 | 3 | -2 | 1 | -7 | -1.9 | 3
COc1ccc(C(=O)/C(=C/N(C)C)S(=O)(=O)c2ccccc2)cc1 | 0 | 12 | 3 | 3 | 1 | -3 | 3 | 0.5 | 3
C=CCN1C(=NC(=O)CC)SC2CS(=O)(=O)CC21 (configuration not stated) | -2 | 21 | 3 | 0 | -14 | 2 | 4 | -2.0 | 4
COc1ccc([N+](=O)[O-])cc1NC(=O)COC(C)=O | -1 | 14 | 16 | 1 | 4 | 3 | 17 | 2.5 | 6
COc1ccc(C2C=C(c3ccccc3)Nc3nc(CCCO)nn32)cc1 (configuration not stated) | 1 | 18 | 13 | -2 | 16 | 3 | -13 | -1.5 | 15
O=C(CSc1ccccc1)Nc1ccc(N2CCOCC2)cc1 | -3 | 4 | 15 | -9[fluorescence artefact?] | -12 | 5 | 0 | -1.3 | 10
Cc1c(NS(=O)(=O)c2cc(C(=O)OCC(=O)N3CCC(C)CC3)ccc2Cl)c(=O)n(-c2ccccc2)n1C | 0 | 14 | -1 | 0 | -15 | 5 | 10 | 0.7 | 3
COc1ccccc1CNC(=O)C/C(C)=N/NC(=O)COc1ccc(C)cc1Br | -3 | -45 | 9 | 1[fluorescence artefact?] | 5 | 1 | 4 | 0.9 | 10
CSc1cccc(NS(=O)(=O)c2cccc3nsnc23)c1 | 2 | 22 | 13 | -2 | 3 | 0 | -7 | -0.6 | 9
Cc1ccnc(NC(=O)CCC(=O)N(CC(=O)NCc2ccccc2)Cc2ccco2)c1 | 2 | 16 | -2 | -1 | 0 | 2 | 2 | 0.1 | 9
O=C(COC(=O)c1cc(S(=O)(=O)N2CCOCC2)ccc1O)NCC1CCCO1 (configuration not stated) | -1 | 26 | -8 | 11 | -15 | -2 | 5 | -0.2 | 4
CC(C)CC(NC(=O)C(Cc1ccc(OCc2ccccc2)cc1)NC(=O)OC(C)(C)C)C(N)=O (configuration not stated) | -2 | 31 | -19 | -21 | 1 | 6 | 13 | -2.0 | 7
CCc1cccc(C)c1NC(=O)c1ccoc1C | 3 | -4 | -1 | 3 | -1 | 0 | 0 | -1.5 | 8
Cc1c(C(=O)NN)nn(-c2ccc(Cl)cc2)c(=O)c1C#N | -5 | -17 | 4 | -1 | -19 | 4 | 7 | 1.4 | 4
c1ccc(-c2nnc(-c3ccncc3)o2)cc1 | 0 | -6 | 8 | -3 | -6 | 2 | -7 | -0.6 | 12
Nc1ccc(-c2nc3c(Cl)c(N)ccc3[nH]2)cc1 | 3 | . | 15 | . | -8 | 1 | -1 | 1.1 | 3
Cc1ccc(-n2c(SCC(N)=O)nc3c(c2=O)C2(CCCC2)Cc2ccccc2-3)cc1 | -12 | 71* | 35* | 0[fluorescence artefact?] | -26 | -1 | 26 | 1.3 | 13
CCCOP(=O)(OCCC)C(Nc1cccc(C(F)(F)F)c1)c1ccc(C)cc1 (configuration not stated) | 5 | 68* | 17 | -9[fluorescence artefact?] | -16 | -5 | 2 | -0.9 | 4
Cc1[nH]c2ccccc2c1N=Nc1ccc(F)cc1 | -7 | -28 | 19 | 2 | -7 | 5 | 39* | 0.7 | 7
COc1ccc(-c2nc3ccccc3c(=O)n2-c2c(C)n(C)n(-c3ccccc3)c2=O)cc1 | . | 23 | -7 | -2 | -28 | 2 | 7 | 0.2 | 6
COc1cccc(-n2nnnc2SCC(=O)NCc2ccc3c(c2)OCO3)c1 | 4 | -13 | -3 | -1 | 7 | 4 | -23 | -0.1 | .
CS(=O)(=O)c1ccc2nc(NC(=O)CC3CCCC3)sc2c1 | 2 | -20 | -3 | -2 | -3 | 3 | -3 | -1.1 | 9
O=C(NC(c1ccccc1)c1ccccc1)c1ccc(S(=O)(=O)C(F)F)cc1 | 2 | 13 | -7 | 1 | -1 | 5 | 9 | 0.3 | 6
COc1ccc(NC(=O)c2nc3ccccc3s2)cc1 | 1 | -12 | -16 | 5 | 11 | 1 | -8 | 1.2 | 9
Cc1oc(-c2cccc(Cl)c2)nc1CSCC(=O)O | 0 | 3 | -6 | -5 | 4 | -3 | -8 | -1.2 | 11
C=C(C)C1Cc2c(C)nn(-c3cc(C)c4ccccc4n3)c2C1 (configuration not stated) | 1 | . | -9 | . | -11 | -4 | -8 | 1.2 | .
CC1=C(C(=O)Nc2ccc(F)cc2)C(c2ccc(C)o2)C2=C(CC(C)(C)CC2=O)N1 (configuration not stated) | 2 | 4 | -2 | -5 | -19 | -6 | -3 | 0.2 | 8
Cc1cccc(NC(=O)C2(C)CC3c4ccccc4C2c2ccccc23)c1C (configuration not stated) | 5 | 17 | -5 | -2 | -8 | 3 | 4 | 0.7 | 8
O=C(CSc1ncnc2nc[nH]c12)c1ccccc1 | -2 | -24&4 | 0 | -2 | 4 | 3 | 16 | 0.5 | 15&9
Nc1nc(Cl)cc(Nc2ccccc2Cl)n1 | . | -1 | -8 | -1 | -13 | 3 | -4 | 0.1 | 6
O=C(CNC(=O)c1cc2c(s1)CCC2)Nc1ccccc1Br | 11 | -40 | -9 | -21[fluorescence artefact?] | -3 | -5 | -9 | -0.9 | 11
Cc1c(-n2c(SCC(=O)C(C)(C)C)nc3ccccc3c2=O)c(=O)n(-c2ccccc2)n1C | 7 | 37 | 5 | 0 | -11 | 3 | 0 | 1.8 | 10
O=C(NC1CC1)c1ccc(CS(=O)(=O)c2c(Cl)cccc2Cl)o1 | 3 | -7 | -13 | -1 | 14 | -2 | -6 | -2.4 | 9
CCOC(=O)c1ccc(N/C=C/C(=O)c2ccc(OC)c(OC)c2)cc1 | 5 | 10 | -5 | -16[fluorescence artefact?] | 14 | -2 | -52 | 2.6 | 1
c1ccc(Oc2ccc(-n3cnnn3)cc2)cc1 | 1 | 38 | 2 | 2 | -4 | 2 | 10 | -0.5 | 5
Clc1cc2c(c(CSc3nc4ccccc4n4cccc34)c1)OCOC2 | . | 14 | -6 | -9 | -7 | 7 | -6 | 0.6 | 12
COC(=O)C1CC(c2ccc(Cl)cc2)=NO1 (configuration not stated) | 3 | -11 | 4 | 2 | -4 | 2 | -21 | 0.8 | 8
Nc1nc2ccccc2n1/N=C/c1ccc2c(c1)OCO2 | . | -15 | 8 | -4 | 8 | 9 | 3 | 0.2 | 7
O=C(COc1ccccc1)N/N=C/c1ccc([N+](=O)[O-])o1 | -2 | 11 | 3 | 3[fluorescence artefact?] | -12 | -3 | 1 | 0.4 | 1
COc1cc(C2C3=C(CCCC3=O)Nc3ccc4ncccc4c32)ccc1O (configuration not stated) | -2 | 9 | -7 | 0 | -6 | 5 | -18 | -0.4 | 9
CCn1cc(/C=C/C(=O)Nc2c(C)nn(Cc3ccccc3C)c2C)cn1 | -3 | 18 | 15 | 8 | -19 | 3 | -21 | 20* | 13
CCOC(=O)CC(=O)CSc1nc2ccc(OC)cc2cc1C | 7 | 2&7 | -9 | -3 | -6 | -1 | -3 | -0.2 | 18&8
COc1cccc(C2c3c(oc4ccccc4c3=O)C(=O)N2c2ccccn2)c1 (configuration not stated) | -1 | 2 | -8 | 5 | -1 | 4 | 4 | 1.8 | 6
O=C(Nc1cccc2ncccc12)C(Cl)(Cl)Cl | -4 | 0 | -5 | 10 | -20 | 3 | -12 | -0.8 | 7
CC(C)CN=c1cc(-c2ccccc2)oc2ccc(Cl)cc12 | 3 | 13 | 24 | 3 | -2 | 2 | 8 | -1.6 | 6
O=C1CSC(=Nc2ccc(O)cc2)N1c1ccc(O)cc1 | 8 | -11 | 16 | 0[fluorescence artefact?] | 6 | 2 | 9 | 2.4 | .
Cc1ccc(NC(=O)Nc2nnc(-c3ccncc3)s2)cc1 | -10 | -73 | -2 | 1 | -12 | 2 | 3 | 2.7 | 11
CCOC(=O)Nc1ccc2c(C)cc(=O)oc2c1 | 0 | 10 | -6 | 3 | -21 | -5 | -3 | 1.1 | 2

Structures shown so far that contain an NH in an aromatic ring, in the order listed:
SMILES | NPY Y1 blocker | EP2 modulator | NPY-Y2 PAM-ag | eIF4E-4G inh | S1P4 antag | p97 inhibitor | NPY-Y1 PAM-ag | S1P4 ag | EP2 antag
Nc1cc(-c2ccc(Br)cc2)[nH]n1 | -6 | -11 | 6 | -1[fluorescence artefact?] | 11 | -4 | 4 | -0.8 | 7
Cc1ccc(NC(c2ccccc2)c2nc3ccccc3[nH]c2=O)cc1 (configuration not stated) | . | 35 | 23 | 3 | 8 | 1 | 19 | 1.7 | 4
Nc1ccc(-c2nc3c(Cl)c(N)ccc3[nH]2)cc1 | 3 | . | 15 | . | -8 | 1 | -1 | 1.1 | 3
Cc1[nH]c2ccccc2c1N=Nc1ccc(F)cc1 | -7 | -28 | 19 | 2 | -7 | 5 | 39* | 0.7 | 7
O=C(CSc1ncnc2nc[nH]c12)c1ccccc1 | -2 | -24&4 | 0 | -2 | 4 | 3 | 16 | 0.5 | 15&9
